Abeta rescue: compounds reversing amyloid beta toxicity in yeast. yeast expressing A-beta42, growth rescue, OD600, 48 h; response scale: 0% DMSO, 100% iron-clioquinol control. Potency, µM (doses to about 46.1 µM), without a hit: top-dose growth rescue, actives largely listed as activators. 0.063% of 410,000 active; note: potency is the fitted concentration of half-maximal effect; nearly all actives have a fitted effect of over 55% in size
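Growth rescue measured by 600 nm absorbance after 48 h yeast culture at 30 C with compound. Values normalized between DMSO and an equimolar ferric chloride plus clioquinol control.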
GLP1R ag: activates the human GLP-1 receptor | P43220 | HEK293 GLP-1R CRE-luciferase, luminescence, 4-6 h; cells express a hypersensitive GLP-1R form | Potency, µM (highest dose often 45.6 µM), for inactives: top-dose activation, most hits filed as activators | 0.007% of 380,000 active; note: potency is the fitted concentration of half-maximal effect; % of control where 0% means no effect
Target sequence (P43220 whole entry, looked up): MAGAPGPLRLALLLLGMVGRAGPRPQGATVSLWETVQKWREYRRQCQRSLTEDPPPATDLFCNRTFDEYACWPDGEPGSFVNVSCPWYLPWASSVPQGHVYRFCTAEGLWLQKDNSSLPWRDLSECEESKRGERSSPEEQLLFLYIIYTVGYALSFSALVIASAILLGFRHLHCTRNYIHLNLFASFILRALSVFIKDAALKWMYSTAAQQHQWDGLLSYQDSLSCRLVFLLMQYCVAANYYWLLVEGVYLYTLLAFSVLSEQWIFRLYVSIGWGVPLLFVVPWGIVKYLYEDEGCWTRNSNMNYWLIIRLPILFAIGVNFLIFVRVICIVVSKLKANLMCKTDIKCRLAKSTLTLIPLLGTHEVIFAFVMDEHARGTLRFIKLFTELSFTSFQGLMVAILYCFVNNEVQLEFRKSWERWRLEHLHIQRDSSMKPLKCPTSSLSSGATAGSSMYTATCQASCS
pAkt inh: Akt phosphorylation inhibition; activity change, % for hits at 50 µM; 0.32% of 360,000 active; Neuro2A IGF-stimulated pAkt S473 HTRF, 20 min; hits give low values; in the data active = activity change below about -80%; inconclusive = mostly about -51% to -80%; note: % is set by controls: 0 for no effect and ±100 for the full control effect
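Neuro2A cells (4,500/well, DMEM with 0.5% FBS) were treated with compound at a single 50 µM final concentration, stimulated with 6 nM IGF for 20 min at 37 °C, and lysed. Phospho-Akt Ser473 was read by HTRF as 665/615 ratio ×10^4.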
FUS suppressor: FUS proteinopathy suppression in yeast; S. cerevisiae FUS-expressing, growth rescue, OD600, 24 h; Potency, µM (doses to about 76.6 µM), without a hit: at the highest dose growth rescue (activation), usual class: activators; 0.24% of 390,000 active; AID 1347120;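 note: potency is the fitted concentration of half-maximal effect; plate controls were DMSO vehicle for no effect and reference control for full effect; nearly all actives have a fitted effect of over 55% in size; some results filed as inactive show a strong effect at the top dose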
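S. cerevisiae expressing FUS from galactose induction served as the toxicity model. Growth after 24hr at 30C, read as absorbance at 600 nm, indicates suppression of toxicity; compounds dosed at several concentrations.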
PTHR1 ag: activates the human parathyroid hormone receptor PTHR1; Potency, µM (top dose mostly 115 µM), inactives show at the highest dose activation, most hits filed as activators; Q03431; 0.075% of 410,000 active; AID 743266; HEK293 GP2 PTHR1 cells, GloSensor cAMP luminescence, 1 h; note: potency is the fitted concentration of half-maximal effect; nearly all actives have a fitted effect of over 55% in size; some results filed as inactive show a strong effect at the top dose; inactives centre near -15; many of its hits are not listed in these tables
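HEK-293-derived GP2 cells expressing PTHR1 and a GloSensor cAMP reporter, 3,000/well, plated overnight, given luciferin plus IBMX (each 0.5 mM as added) for 1 h at 37 °C, then compound for 1 h at 37 °C. Luminescence was read after 15 min at room temperature.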
D3 antag: blocks the human D3 dopamine receptor; D3R cells, DiscoveRx beta-arrestin luminescence, antagonist mode; hits give low values; 2.5% of 360,000 active; P35462; AID 652054; max response, negative = inhibition, %; in the data active = max response below about -50%; inconclusive = no clear call, values can overlap the other calls; note: % is set by controls: 0 for no effect and ±100 for the full control effect; mostly tested at two doses, the higher about 12 µM
Target sequence (P35462 whole entry, looked up): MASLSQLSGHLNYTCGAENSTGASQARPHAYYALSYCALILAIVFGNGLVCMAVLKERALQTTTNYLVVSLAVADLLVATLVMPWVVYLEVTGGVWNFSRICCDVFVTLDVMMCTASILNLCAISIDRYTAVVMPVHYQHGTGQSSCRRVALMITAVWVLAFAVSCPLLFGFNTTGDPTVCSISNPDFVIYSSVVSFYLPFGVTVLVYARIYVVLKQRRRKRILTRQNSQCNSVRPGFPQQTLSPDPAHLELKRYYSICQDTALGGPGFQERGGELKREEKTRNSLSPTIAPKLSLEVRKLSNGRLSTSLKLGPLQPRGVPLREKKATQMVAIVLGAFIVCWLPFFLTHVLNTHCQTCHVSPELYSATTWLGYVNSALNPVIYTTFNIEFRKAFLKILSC
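Cells expressing the human receptor were seeded at 1500 cells/well, incubated overnight at 37 degrees C in 5% CO2, then exposed to library compounds with dopamine controls for 90 minutes at 37 degrees C before luminescent detection.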
aSyn yeast inh: rescues yeast growth from alpha-synuclein toxicity; Yeast expressing alpha-synuclein, growth rescue, BacTiter-Glo, 24 h; Potency, µM (highest dose often 46.1 µM), for the others: at the top dose growth rescue (activation), usual class: activators; 0.14% of 370,000 active; note: potency is the fitted concentration of half-maximal effect; % of control where 0% means no effect; nearly all actives have a fitted effect of over 65% in size
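Galactose-induced alpha-syn yeast (OD600=0.02, raffinose-pregrown) + pinned cpd, 24 hr, 30 deg C; growth by BacTiter-Glo luminescence. Growth restoration scores as activation.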
GLP1R inv ag: GLP-1 receptor (human) inverse agonism. Potency, µM (top dose mostly 38.3 µM), inactives show top-dose activity change, negative = inhibition, usual class: inhibitors. P43220. HEK293 GLP-1R CRE-luciferase, luminescence, 24 h; GLP-1R form is constitutively active. 1.6% of 410,000 active; note: potency is the fitted concentration of half-maximal effect; % is set by controls: 0 for no effect and ±100 for the full control effect; nearly all actives have a fitted effect of over 55% in size
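Constitutively active GLP-1R drives a cAMP-responsive luciferase in stably transfected HEK293 cells; test compounds are added after overnight (12 h) attachment and left 24 hr, and signal loss in luminescence marks inhibition.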
TDP43 rescue: inhibitors of TDP-43 toxicity in yeast | TDP-43 expressing yeast growth rescue, BacTiter-Glo, 24 h | Potency, µM (series often up to 46.1 µM), inactives show at the top dose growth rescue (activation), usual class: activators | 1.8% of 410,000 active | AID 652104; note: potency is the fitted concentration of half-maximal effect; % of control where 0% means no effect; nearly all actives have a fitted effect of over 50% in size
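Readout is BacTiter-Glo luminescence of cell growth, so inhibitors register as activators. TDP-43-expressing yeast at OD600=0.02 in galactose medium, after raffinose pregrowth to mid-log, were incubated with compound for 24 hr at 30 deg C.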
* hit, by the source's call; i = inactive; ? = inconclusive; . = no result given; [ ] = dose if it differs, or a comment. Unless noted, calls come from the whole dose curve; as a rule, active = well fitted curve in the direction sought with a large enough effect; inconclusive = small, poorly fitted or top-dose-only effect, or another doubt; inactive = no such curve, though single readings can be large; an effect the other way counts as inactive or inconclusive.

SMILES	Abeta rescue	GLP1R ag	pAkt inh	FUS suppressor	PTHR1 ag	D3 antag	aSyn yeast inh	GLP1R inv ag	TDP43 rescue
Cc1cccc(NC(=S)N(CCN(C)C)Cc2cc3cccc(C)c3[nH]c2=O)c1	21%	-1%	i	.	-8%	5	2%	-7%	22%
COc1ccc(NC(=O)C2CCCN2S(=O)(=O)c2cccs2)c([N+](=O)[O-])c1 (configuration not stated)	-17%	25%	i	3%	-1%	-17	1%	66%[activator]	-5%
COc1ccc(CCNC(=O)CN(c2ccc(OC)c(OC)c2)S(C)(=O)=O)cc1OC	3%	-5%	i	5%	i	-6	-2%	1%	-10%
O=C(COC(=O)CNC(=O)c1ccccc1)Nc1ccc(F)c([N+](=O)[O-])c1	5%	2%	i	12%	-16%	-1	-1%	9%	-5%[9.22 µM]
O=C(O)CCc1nc(-c2ccc(Cl)cc2)no1	-11%	-4%	i	.	i	19	12%	-8%	14µM*
CC(=O)N1CCN(S(=O)(=O)c2cccc(C(=O)NC3CCC(C)CC3)c2)CC1 (configuration not stated)	-6%	9%	i	21%	-13%	2	-5%	15%	19%
O=C(OCC(=O)N1CCCCCC1)c1cccc(Cl)c1	-10%	23%	i	-1%	-24%	7	0%	-27%	21%
Cc1ccccc1C(=O)NCCNc1ccc([N+](=O)[O-])cc1	11%	5%	i	-41%	-23%	3	8%	-2%	30%
CCSc1nc(O)c(C2OC(=O)c3c2ccc(OC)c3OC)c(=O)n1CC (configuration not stated)	-2%	-7%	i	27%	i	-12	2%	1%	-25%
O=C(NNC(=O)c1ccc2ccccc2c1O)Nc1ccc(F)cc1	-8%	-6%	i	-3%	i	-25	6%	9%	15%
CC(=O)Nc1c(O)c2cccc3c2n(c1=O)CCC3	3%	0%	i	22%	-5%	17	15%	-13%	19%
CC(C)(CCc1ccccn1)C(=O)CCCc1ccccn1	1%	11%	i	1%	i	-5	3%	-16%	-7%

A draw from above in order of molecular weight, lowest first.
SMILES	Abeta rescue	GLP1R ag	pAkt inh	FUS suppressor	PTHR1 ag	D3 antag	aSyn yeast inh	GLP1R inv ag	TDP43 rescue
Cc1ccccc1C(=O)NCCNc1ccc([N+](=O)[O-])cc1	11%	5%	i	-41%	-23%	3	8%	-2%	30%
O=C(COC(=O)CNC(=O)c1ccccc1)Nc1ccc(F)c([N+](=O)[O-])c1	5%	2%	i	12%	-16%	-1	-1%	9%	-5%[9.22 µM]
CCSc1nc(O)c(C2OC(=O)c3c2ccc(OC)c3OC)c(=O)n1CC (configuration not stated)	-2%	-7%	i	27%	i	-12	2%	1%	-25%
CC(=O)N1CCN(S(=O)(=O)c2cccc(C(=O)NC3CCC(C)CC3)c2)CC1 (configuration not stated)	-6%	9%	i	21%	-13%	2	-5%	15%	19%
Cc1cccc(NC(=S)N(CCN(C)C)Cc2cc3cccc(C)c3[nH]c2=O)c1	21%	-1%	i	.	-8%	5	2%	-7%	22%
COc1ccc(CCNC(=O)CN(c2ccc(OC)c(OC)c2)S(C)(=O)=O)cc1OC	3%	-5%	i	5%	i	-6	-2%	1%	-10%

Remaining list, next part:
SMILES	Abeta rescue	GLP1R ag	pAkt inh	FUS suppressor	PTHR1 ag	D3 antag	aSyn yeast inh	GLP1R inv ag	TDP43 rescue
CCOC(=O)c1cc2occc2n1CC(=O)N1CCN(C(=O)c2ccco2)CC1	9%	-7%	i	-6%	i	9	-5%	1%	-24%
CCCn1c(N2CCN(C(=O)Nc3ccccc3)CC2)nc2ccccc21	-1%	1%	i	-15%	-21%	4	3%	-24%	17%
C=CCn1cc(C(=O)NCCOC)c(=O)c2cc(S(=O)(=O)N(CC)CC)ccc21	6%	-1%	i	19%	i	-19	0%	7%	-6%
CC(C)CCNC(=O)Cn1c(-c2cccs2)cc2cc(F)ccc21	30%	.	.	-14%	19%	.	.	-23%	13%
Cc1ccccc1C(=O)Nc1ccnn1C1CCN(C(=O)c2ccoc2)CC1	-6%	-6%	i	13%	i	1	-7%	1%	-16%
CC1=NN(c2ccc([N+](=O)[O-])cc2)C(=O)C1	-4%	-13%	i	19%	i	-4	-26%	-19%	0%
CCn1c(-c2cc(-c3ccc(OC(C)C)cc3)nc3ccccc23)n[nH]c1=S	-6%	12%	i	35µM*	-12%	?	-4%	0%	?
CCN(C[C@H]1N[C@@](CC)(C(=O)OC)[C@H]2C(=O)N(Cc3ccccc3)C(=O)[C@@H]12)C(C)=O	-23%	-4%	i	-24%	-21%	-23	0%	12%	-7%
Cn1cccc1C(=O)OCC(=O)Nc1ccc2c(c1)CCC2	30%	2%	i	32%	-9%	-16	8%	-3%	0%
O=C(Nc1ccccc1Cl)c1ccn[nH]1	-27%	4%	i	?	i	16	-12%	62%[activator]	-11%
Cc1ccccc1-n1c(C)cc(/C=N/NC(=O)c2ccc(CN3CCOCC3)cc2)c1C	7%	12%	i	13%	11%	?	-7%	0%	-9%
Oc1ccccc1CN1CCCC(N2CCN(c3cccc(C(F)(F)F)c3)CC2)C1 (configuration not stated)	-12%	3%	i	-15%	-38%[inhibitor]	-28	5%	?	-6%
O=S(=O)(O)c1ccc(N=Nc2ccccc2)cc1	1%	11%	i	25%	9%	-29	-5%	12%	-22%[1.82 µM]
O=C(Cn1cnc2c(cnn2-c2ccc(Cl)cc2)c1=O)NCCc1ccccc1	1%	1%	i	24%	-5%[57.5 µM]	-5	0%	8%	16%
O=C(COC(=O)Cn1[nH]c(=O)c2ccccc2c1=O)Nc1c(Cl)cccc1C(F)(F)F	11%	-3%	i	-6%	13%	15	0%	0%	12%
CCOC(=O)c1c(S(=O)(=O)N2CCC(C(=O)Nc3ccc(C)cc3C)CC2)c(C)n(C)c1C	-1%	.	.	-14%	i	.	.	8%	15%
COc1ccc(/C=C\c2nc(=O)c3ccccc3o2)cc1	-12%	0%	i	13%	-33%	-27	-16%	-21%	-11%
NC(=O)c1c(NC(=O)C2CC=CCC2C(=O)O)sc2c1CCCCC2 (configuration not stated)	-4%	-1%	i	-3%	-1%	-3	-1%	-3%	4%
Cc1ccc(CCNc2ncnc3onc(C)c23)cc1	0%	.	.	-27%	-37%[inhibitor]	.	.	-24%	?
O=C(CNC(=S)N(Cc1ccccc1)Cc1cccnc1)NCCN1CCOCC1	-14%	0%	i	17%	-18%	11	-3%	7%	-18%
CCCC1N=C2c3ccccc3N=C(SCC(=O)NCCc3ccc(Cl)cc3)N2C1=O (configuration not stated)	2%	.	.	37%	i	.	.	2%	11%
N#Cc1ccccc1OCC(=O)NC1CCCCCC1	-24%	3%	i	25%	i	-25	20%	13%	6%
CC(C)CCn1c(CN(C)Cc2ccccc2)nc2c1c(=O)n(C)c(=O)n2C	7%	17%	i	-1%	-13%[57.5 µM]	31	-4%	1%	4%
CCC1(CC)C(=O)NC(=O)NC1=Nc1ccccc1	-12%	5%	i	-22%	-20%	1	5%	-28%	-17%[0.397 µM]
Cc1nn(Cc2c(Cl)cccc2Cl)c(C)c1NC(=O)/C=C/c1cnn(C)c1C	3%	4%	i	?	i	-9	11%	26%	-5%
COc1ccccc1NC(CC(=O)c1ccccc1)C(=O)OCC(=O)c1ccc(C)c(C)c1 (configuration not stated)	-3%	4%	i	-5%	i	2	-3%	?	7%
Fc1ccc(-c2nnc3ccc(N4CCc5ccccc5C4)nn23)cc1	-6%	5%	i	32%	-19%	?	12%	34%[activator]	0%
COc1ccc(C(CCN2CCCCC2)c2c(O)cc(OC)cc2OC)cc1 (configuration not stated)	-3%	4%	i	3%	-25%	-12	1%	0%	17%
CCN(CC)S(=O)(=O)c1ccc(Cl)c(NC(=O)COC(=O)c2c(C)noc2C)c1	15%	16%	i	-4%	-28%	17	3%	-13%	13%
Nc1ccc(OCCc2ccccc2)cc1	-1%	-10%	i	-2%	i	11	0%	1%	4%
CC(=O)Nc1ccc(C(=O)OCC(=O)/C(C#N)=C(\C)N)cc1	-14%	3%	i	11%	-23%	-3	0%	8%	-2%
Cc1ccc(-c2nc(NCc3ccc(F)cc3)n(S(C)(=O)=O)n2)cc1	?	15%	i	-6%	-35%[inhibitor]	-11	19%	-4%[7.66 µM]	-3%[9.22 µM]
CCOc1ccc(-c2nonc2NC(=O)c2ccc(C)cc2)cc1OCC	-4%	.	.	1%	-15%	.	.	10%	12%
COc1cc(CCN2C(=O)c3cccc4cccc(c34)C2=O)c(S(=O)(=O)N2CCC(C)CC2)cc1OC	7%	12%	i	36%	i	1	1%	26%	-10%

Screening results as filed in PubChem.

These rows are one share of the data; count on the stated rates, not on these rows.
